D1 agonist = activates the human D1 dopamine receptor; P21728; HEK293 T-REx D1 cells, calcium flux, agonist mode; activation, % at 2 µM; 360,000 tested, 1% active; AID 504660; also: 0% is about no effect
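Tetracycline-induced HEK293 TREx D1 cells, force-coupled to calcium signalling, were dye-loaded with a no-wash calcium kit. Compound was pin-added after a 10 s baseline. Fluorescence was read kinetically at 1 cycle/s for 180 s, with calcium rises flagged as agonism.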
TRHR PAM = allosteric enhancers of human TRH receptor; enhancement, % at 2 µM; TRHR cells, fluo-8 calcium fluorescence, EC20 TRH enhancement; P34981; AID 493056; 360,000 tested, 0.66% active; in the data active = enhancement above about 30%; also: 0% is about no effect
Target sequence (P34981 whole entry, looked up): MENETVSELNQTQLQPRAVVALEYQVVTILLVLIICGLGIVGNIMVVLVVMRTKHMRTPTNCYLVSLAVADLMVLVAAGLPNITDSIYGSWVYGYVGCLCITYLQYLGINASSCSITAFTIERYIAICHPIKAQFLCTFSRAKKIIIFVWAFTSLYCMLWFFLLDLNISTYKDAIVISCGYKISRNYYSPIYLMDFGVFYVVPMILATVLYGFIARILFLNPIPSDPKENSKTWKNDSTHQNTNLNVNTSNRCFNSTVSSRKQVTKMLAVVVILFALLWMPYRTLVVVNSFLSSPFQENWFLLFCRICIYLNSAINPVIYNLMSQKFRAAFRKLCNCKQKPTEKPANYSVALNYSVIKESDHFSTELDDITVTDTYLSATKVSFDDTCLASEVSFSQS
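Enhancer read-out: after compound pinning and an initial kinetic agonist-mode read, an EC20 of TRH (10 nM final) was injected and fluo-8 calcium signal (Ex 480/Em 530) followed at 1 s/cycle for 100 cycles in TRHR-expressing cells.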
D2 potentiator = D2 dopamine receptor (human) potentiation. P14416. HEK293 T-REx D2, calcium flux, EC20 dopamine potentiation. potentiation, % at 10 µM. 340,000 tested, 0.34% active. AID 485347;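 active = potentiation over 3 SD above the plate norm, cut at about 30% in these data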; also: 0% is about no effect
Target sequence (P14416 whole entry, looked up): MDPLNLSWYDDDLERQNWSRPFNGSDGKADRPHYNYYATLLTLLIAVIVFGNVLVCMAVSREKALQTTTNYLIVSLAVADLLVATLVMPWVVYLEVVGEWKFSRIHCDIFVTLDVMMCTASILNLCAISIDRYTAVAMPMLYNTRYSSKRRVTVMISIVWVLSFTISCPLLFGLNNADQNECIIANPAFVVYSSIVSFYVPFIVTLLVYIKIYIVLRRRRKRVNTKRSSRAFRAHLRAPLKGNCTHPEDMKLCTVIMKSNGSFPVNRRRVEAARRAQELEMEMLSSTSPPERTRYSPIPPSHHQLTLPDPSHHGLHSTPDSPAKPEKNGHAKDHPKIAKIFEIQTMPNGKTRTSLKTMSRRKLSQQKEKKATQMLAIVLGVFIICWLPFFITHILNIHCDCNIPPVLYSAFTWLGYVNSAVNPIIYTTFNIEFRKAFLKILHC
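Primary screen. Calcium kinetics in induced HEK293 T-REx D2 cells: compound pre-addition 180 s, EC20 dopamine, 180 s more.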
D1 antag = human D1 dopamine receptor antagonism | 360,000 tested, 3.2% active | P21728 | HEK293 TREx D1 cells, calcium flux, dopamine EC80; stronger effect = lower value | activity change, negative = inhibition, % at 10 µM; in the data active = activity change below about -30%; also: % is scaled to controls: 0 for no effect and ±100 for the full control effect
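After overnight tetracycline induction at 30 C, force-coupled D1 HEK293 cells took up a no-wash calcium dye at room temperature. Compounds were added and monitored 180 s, and the response to EC80 dopamine was then recorded.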
RXFP1 antagonist = blocks the human relaxin receptor RXFP1 | activity change, negative = inhibition, % at 57.5 µM | HEK293-RXFP1, relaxin-stimulated cAMP HTRF, 30 min; stronger effect = lower value | 350,000 tested, 0.59% active | Q9HBX9;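 active = activity change of -60% or lower, but not beyond a set lower limit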; also: % is scaled to controls: 0 for no effect and ±100 for the full control effect
D1 potentiator = human D1 dopamine receptor positive modulation; P21728; HEK293 TREx D1 cells, calcium flux, dopamine EC20 potentiation; potentiation, % at 10 µM; 360,000 tested, 0.036% active; AID 504651; in the data active = potentiation above about 30%; also: 0% is about no effect
D2 antagonist = antagonizes the human D2 dopamine receptor | 340,000 tested, 2% active | AID 485344 | P14416 | inhibition, % at 10 µM | HEK293 TREx D2 cells, calcium flux, dopamine EC80; in the data active = inhibition above about 30%; also: 0% is about no effect
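Compounds are added to dye-loaded, induced HEK293 T-REx cells coupled to calcium release via D2; after a 3 min kinetic read an EC80 dopamine stimulus is given and fluorescence is recorded for 3 more min.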
D2 agonist = agonists of human D2 dopamine receptor; HEK293 T-REx D2 cells, calcium flux agonist mode; activation, % at 2 µM; 340,000 tested, 0.53% active; AID 485358;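 active = activation over 3 SD above normal in the single-dose calcium agonist read, cut at about 30% in these data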; also: 0% is about no effect
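Calcium-flux readout, 1 cycle/sec over 180 s following compound pin transfer, in inducible HEK293 Trex D2 cells (force-coupled); dopamine controls included. Positive calcium responses during this window marked compounds as potential agonists.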
TRHR agonist = TRH receptor (human) agonism. activation, % at 2 µM. TRHR cells, calcium flux fluo-8, FDSS agonist mode. 360,000 tested, 0.18% active. P34981. AID 493084; also: 0% is about no effect
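Agonist-mode FDSS calcium read (Ex 480/Em 530, 1 s cycles) in 1536-well TRHR cells with fluo-8 dye, after 10-cycle baseline and 23 nL compound addition; TRH at EC20 (10 nM final) added afterwards for the enhancer phase.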
Numbers without * were called inactive; . = not tested or not shown; & = joins results of further samples. Rule as the data show it, unless noted: active = activation above about 30%; inactive = the rest.

SMILES	D1 agonist	TRHR PAM	D2 potentiator	D1 antag	RXFP1 antagonist	D1 potentiator	D2 antagonist	D2 agonist	TRHR agonist
O=C(CNC(=O)c1sc2ccccc2c1Cl)OCc1ccccc1	13	11	16	-10	-13	-4	-25	0.8	0.9
COC(=O)C1=C(C)N(CCc2cc(OC)c(OC)c(OC)c2)C(=O)N[C@H]1c1ccc(Br)cc1	2	0	-9	8	.	-3	-16	0.0	-0.1
CN1CCN(C(=O)/C(=C/c2ccc(F)cc2)c2ccsc2)CC1	1	-2	-4	-24	4	-6	-10	0.4	-0.1
C=CCNC(=O)CSc1nc2sc3c(c2c(=O)n1CCCOC)CCC3	1	-3	3	-4	1	-9	-4	0.1	-0.6
CCN(C(=O)Cc1nc(N)n[nH]1)C1(C(=O)Nc2ccccc2)CCCCC1	4	-2	8	-6	-6	4	9	0.6	0.2
CNC(=O)CSc1nnnn1-c1cc(C)ccc1C	3	14	46*	-6	0	-3	4	-0.5	0.4
Cc1ccc(S(=O)(=O)N(C)C)cc1NC(=O)C(C)N(C)Cc1sccc1C (stereo not drawn)	18	2	13	-2	3	-2	-4	0.0	-0.4
O=C(CNC(=S)N(CCCN1CCOCC1)Cc1cccs1)NC1CCCCCCC1	1	-4	-1	10	-4	-3	-1	1.1	-0.1
O=C(CCN1C(=O)c2ccncc2C1=O)Nc1cc(F)ccc1F	0	-6	-14	-17	-14	-5	-7	0.3	-0.6
CC(C)c1cc(C(=O)NC2CCCCC2)no1	2	1	7	3	-7	-4	-16	-1.3	0.0
COc1cc(/C=N/N2CCN(c3ccccc3)CC2)cc(OC)c1OC(C)=O	2	-2	-11	-1	-1	-12	1	-0.1	-0.3
COc1ccccc1-n1c(=O)[nH]c2c(C(N)=O)nc(CC(C)C)nc21	0	4	2	-1	.	1	6	2.3	0.4
CCCN(CCC)c1nc2ccccc2n2c(C)nnc12	3	-5	1	6	-17	-4	16	-0.4	-0.8
N[C@@H](CO)c1nnc([C@H](Cc2ccc(O)cc2)NC(=O)C2CCNCC2)o1	-3	-1	-2	-14	.	1	16	-0.4	-0.3
COc1ccc(CNC(=O)CCCn2nc(C)c3c(C)n(-c4ccc(C)cc4)nc3c2=O)cc1	2	-9	-12	-17	4	-1	0	-0.3	0.0
c1ccc(Cn2ncc3c(NCc4ccco4)ncnc32)cc1	2	3	18	6	-8	-5	-18	-0.2	-1.8
CCCCN(CC)CCNC(=O)c1cc2c(-c3ccccc3F)nn(C)c2s1	24	-2	-4	-1	-8	-7	-28	1.2	-0.4
CCN(CC(=O)NCc1cccs1)C(=O)c1cccc(S(=O)(=O)NCc2ccccc2)c1	5	1	6	7	2	-5	-18	0.0	-0.3
Cc1ccc2nc(SCc3nc(-c4ccccc4C)no3)[nH]c2c1	2	-3	23	16	.	-3	.	-0.2	-2.9
Cc1noc(C)c1CSCC(=O)N(CCC(C)C)c1c(N)n(Cc2ccccc2)c(=O)[nH]c1=O	0	23	-11	2	-12	-13	-41	0.6	0.3

15 compounds from above, ordered by formula weight, largest number first.
SMILES	D1 agonist	TRHR PAM	D2 potentiator	D1 antag	RXFP1 antagonist	D1 potentiator	D2 antagonist	D2 agonist	TRHR agonist
COC(=O)C1=C(C)N(CCc2cc(OC)c(OC)c(OC)c2)C(=O)N[C@H]1c1ccc(Br)cc1	2	0	-9	8	.	-3	-16	0.0	-0.1
CCN(CC(=O)NCc1cccs1)C(=O)c1cccc(S(=O)(=O)NCc2ccccc2)c1	5	1	6	7	2	-5	-18	0.0	-0.3
O=C(CNC(=S)N(CCCN1CCOCC1)Cc1cccs1)NC1CCCCCCC1	1	-4	-1	10	-4	-3	-1	1.1	-0.1
COc1ccc(CNC(=O)CCCn2nc(C)c3c(C)n(-c4ccc(C)cc4)nc3c2=O)cc1	2	-9	-12	-17	4	-1	0	-0.3	0.0
Cc1ccc(S(=O)(=O)N(C)C)cc1NC(=O)C(C)N(C)Cc1sccc1C (stereo not drawn)	18	2	13	-2	3	-2	-4	0.0	-0.4
CCCCN(CC)CCNC(=O)c1cc2c(-c3ccccc3F)nn(C)c2s1	24	-2	-4	-1	-8	-7	-28	1.2	-0.4
C=CCNC(=O)CSc1nc2sc3c(c2c(=O)n1CCCOC)CCC3	1	-3	3	-4	1	-9	-4	0.1	-0.6
COc1cc(/C=N/N2CCN(c3ccccc3)CC2)cc(OC)c1OC(C)=O	2	-2	-11	-1	-1	-12	1	-0.1	-0.3
N[C@@H](CO)c1nnc([C@H](Cc2ccc(O)cc2)NC(=O)C2CCNCC2)o1	-3	-1	-2	-14	.	1	16	-0.4	-0.3
CCN(C(=O)Cc1nc(N)n[nH]1)C1(C(=O)Nc2ccccc2)CCCCC1	4	-2	8	-6	-6	4	9	0.6	0.2
O=C(CCN1C(=O)c2ccncc2C1=O)Nc1cc(F)ccc1F	0	-6	-14	-17	-14	-5	-7	0.3	-0.6
CN1CCN(C(=O)/C(=C/c2ccc(F)cc2)c2ccsc2)CC1	1	-2	-4	-24	4	-6	-10	0.4	-0.1
c1ccc(Cn2ncc3c(NCc4ccco4)ncnc32)cc1	2	3	18	6	-8	-5	-18	-0.2	-1.8
CNC(=O)CSc1nnnn1-c1cc(C)ccc1C	3	14	46*	-6	0	-3	4	-0.5	0.4
CC(C)c1cc(C(=O)NC2CCCCC2)no1	2	1	7	3	-7	-4	-16	-1.3	0.0

New compounds follow:
SMILES	D1 agonist	TRHR PAM	D2 potentiator	D1 antag	RXFP1 antagonist	D1 potentiator	D2 antagonist	D2 agonist	TRHR agonist
Cc1ccc(C(=O)NCC#N)cc1	2	24	0	-12	-5	-5	15	1.2	0.4
c1ccc2nc(N3CCOCC3)c(N3CCOCC3)nc2c1	5	9	14	-1	5	1	-5	-0.4	0.1
CC(C)n1nnnc1SCC(=O)Nc1ccccc1F	10	13	16	2	0	-6	-11	-0.5	-0.2
Clc1ccccc1Cn1nnc2ccccc21	4	-6	-12	5	1	0	5	-0.4	-0.4
CN(C(=O)c1ccncc1)C1CCCN(Cc2ccccc2F)C1 (stereo not drawn)	3	-5	-8	-11	10	0	-2	-0.9	0.4
Cc1onc(-c2ccccc2)c1C(=O)Nc1nc(-c2ccc(F)c(F)c2)cs1	2	15	7	28	2	0	7	0.5	1.7
O=C(CSc1nc(-c2ccc(Cl)cc2)nc2c1Cc1ccccc1O2)N1CCCCC1	2	-5	3	-3	-16	0	.	0.1	-0.3
CC1CCCC(C)N1C(=O)CSc1nc(N)c(-c2ccccc2)c(=O)[nH]1 (stereo not drawn)	4	-16	4	21	2	-3	24	0.5	0.2
Nc1nc(N)c2sc3nc(C(F)(F)F)cc(C(F)(F)F)c3c2n1	10	3	26	3	19	-1	-1	-0.1	2.7
Cc1ccc2c(c1)N(CC(=O)Nc1ncccc1C)C(=O)C(C(C)C)O2 (stereo not drawn)	-1	-3	-25	40	3	5	7	0.2	0.1
O=C(Nc1ccccc1F)n1ncc2cc(Cl)ccc21	1	8	-1	-7	0	4	-2	-0.4	0.6
Cc1cc(=O)n2nc(N3CCCC3C(=O)NCc3ccccn3)sc2n1 (stereo not drawn)	2	-2	2	8	2	1	-5	-0.4	0.2
CCN1CCN(Cc2cc(=O)oc3ccc(C)cc23)CC1	4	3	-19	9	-1	-5	-18	0.8	0.8
O=C(CSc1ccc2ccccc2c1)NCCCN1CCCC1=O	2	3	-3	-3	8	-5	.	.	0.0
CCOC(=O)/C=C/C(=O)OCC(=O)Nc1c(Cl)cccc1Cl	1	3	12	11	8	-2	-12	2.6	0.3
O=S(=O)(c1ccccc1)c1nc(-c2ccccc2)oc1N1CCOCC1	4	-5	-7	-4	0	-4	7	-0.4	0.4
COc1ccc(NC(=O)CSc2nnc(CNC(=O)c3ccco3)o2)c(OC)c1	3	-3	17	-12	4	3	10	0.5	0.3
O=C1Oc2ccccc2C(=O)/C1=C/c1ccccc1O	2	2	2	11	21	5	8	0.0	0.4
CN1CCN(S(=O)(=O)c2cccc(C#N)c2)C(c2ccccc2)C1 (stereo not drawn)	2	-2	4	22	1	-3	-33	0.3	0.0
O=C(NC1CCS(=O)(=O)C1)c1cccc(S(=O)(=O)N2CCOCC2)c1 (stereo not drawn)	3	2	-4	-7	25	6	-1	-0.4	1.6
CN1CCN(Cc2c(O)ccc3cc(Br)ccc23)CC1	8	-10	-6	-24	-11	-3	16	2.3	-0.2
Cc1cnc(C(=O)OC(C)C(=O)Nc2ccc(Oc3ccccc3)cc2)cn1 (stereo not drawn)	14	-2	2	-21	-4	-6	-1	-0.3	-1.6
Cc1ccc(C)c(NC(=O)Cn2cnc3c(oc4ccccc43)c2=O)c1	2&0	4&-2	1&-16	-26&-2	-5&1	-1&-3	-7	0.2&1.8	-0.8&-0.2
Cc1cccc(NC(=O)C2CCN(S(=O)(=O)c3ccc4c(c3)NC(=O)CO4)CC2)c1	2	-8	0	-14	0	-8	-14	-0.1	-0.6
COc1ccc(C(=O)N2CCOC2CNC(=O)C(=O)NCc2ccco2)cc1 (stereo not drawn)	-1	5	9	1	-13	7	2	1.6	-0.5
O=C(COc1cc(O)c2c(=O)cc(-c3ccccc3)oc2c1)c1ccc(F)cc1	2	5	15	16	1	0	-12	0.1	0.4
CSc1nc2ncc(-c3ccsc3)c(N)n2n1	1	1	9	-3	1	3	-22	1.3	-0.2
COc1ccc(NC(=O)N(C2CCCCC2)C(C)c2cccnc2)c(OC)c1 (stereo not drawn)	3	-8	-1	-7	-5	-3	-14	-0.9	-0.3
CC(C)c1cc(C(=O)N/N=C/c2c[nH]c3ccccc23)n[nH]1	0	24	-21	-3	1	0	-21	0.4	0.0
CCN(C(=O)c1cc2c(=O)oc3ccccc3c2s1)c1ccccc1F	1	1	.	-1	-8	-1	.	1.5	0.2
COc1ccc(NC(=O)C(CC(C)C)NC(=O)C2CCCCC2)c(OC)c1 (stereo not drawn)	1&0	-1&4	0	-1&9	-16&-22	11&0	.	-0.5	0.4&-0.3
CCN1CCN(Cc2c(O)ccc3oc(C)c(C(=O)Nc4ccc(OC)c(Cl)c4)c23)CC1	17	10	4	1	-1	1	.	2.4	1.5
CC1CC(C)(C)CC2(C1)NC(=O)N(CC(=O)Nc1nccs1)C2=O (stereo not drawn)	3	2	.	2	2	-5	.	.	0.4
COc1ccccc1C(=O)Nc1ccnn1C1CCN(Cc2ccccc2OCCO)CC1	1	-1	-27	-28	-8	-3	-33	0.2	-0.7
